Bioassay records: PubChem, National Center for Advancing Translational Sciences (NCATS)
BAZ2B block – inhibitors of human BAZ2B bromodomain. AlphaScreen BAZ2B-H3K14Ac peptide displacement. Potency, µM (titrated, usually from 114 µM), for the others: top-dose activity change, negative = inhibition, most hits filed as inhibitors. 360,000 tested, 4.4% active; also: potency is read from the fitted curve at half-maximal effect; % is scaled to controls: 0 for no effect and ±100 for the full control effect; nearly all actives have a fitted effect of over 60% in size
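AlphaScreen displacement of biotin-H3(5-23)K14Ac peptide (50 nM final) from BAZ2B (50 nM final) in PBS pH 7.4, 0.01% Tween-20; complex preformed 30 min RT, then compounds (top 110 uM) 30 min RT, beads 20 min dark.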
POLH inh – DNA polymerase eta (human) inhibition. Q9Y253. recombinant Pol eta, fluorescent DNA replication assay. Potency, µM (highest dose often 114 µM), inactives show top-dose activity change, negative = inhibition, actives largely listed as inhibitors. 390,000 tested, 1.2% active; also: potency is read from the fitted curve at half-maximal effect; % is scaled to controls: 0 for no effect and ±100 for the full control effect
Target sequence (Q9Y253 whole entry, looked up): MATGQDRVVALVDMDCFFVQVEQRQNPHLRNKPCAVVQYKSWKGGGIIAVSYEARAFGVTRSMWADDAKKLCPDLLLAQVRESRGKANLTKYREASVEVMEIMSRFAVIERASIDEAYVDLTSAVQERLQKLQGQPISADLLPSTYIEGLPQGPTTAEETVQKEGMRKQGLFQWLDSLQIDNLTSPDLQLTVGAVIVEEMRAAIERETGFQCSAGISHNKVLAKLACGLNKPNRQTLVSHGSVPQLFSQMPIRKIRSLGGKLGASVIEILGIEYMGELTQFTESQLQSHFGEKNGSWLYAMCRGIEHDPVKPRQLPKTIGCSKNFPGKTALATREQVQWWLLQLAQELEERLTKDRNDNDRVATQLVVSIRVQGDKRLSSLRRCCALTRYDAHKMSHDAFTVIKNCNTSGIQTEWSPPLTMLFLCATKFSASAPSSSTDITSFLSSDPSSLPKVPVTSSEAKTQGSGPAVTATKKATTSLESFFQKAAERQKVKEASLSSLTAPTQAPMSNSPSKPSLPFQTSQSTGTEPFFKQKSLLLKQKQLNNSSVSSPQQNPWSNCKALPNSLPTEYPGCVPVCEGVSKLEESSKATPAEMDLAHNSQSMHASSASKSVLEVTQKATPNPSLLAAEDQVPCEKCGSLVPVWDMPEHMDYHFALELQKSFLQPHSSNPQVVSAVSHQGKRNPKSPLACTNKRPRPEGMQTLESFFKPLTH
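Pol eta at 10 nM preincubated with compounds 15 min at room temperature; reaction started with fluorescent substrate (50 nM final) and read kinetically at 0 and 10 min.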
HP1b chromo inh – inhibitors of HP1-beta chromodomain binding to methylated histone tails | AlphaScreen HP1-beta / biotin-H3K9me3 peptide binding | Potency, µM (top dose mostly 114 µM), inactives show at the top dose activity change, negative = inhibition, usual class: inhibitors | 390,000 tested, 0.56% active | AID 540317; also: potency is read from the fitted curve at half-maximal effect; nearly all actives have a fitted effect of over 70% in size; inactives centre near 23
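AlphaScreen: HP1-beta (50 nM) preformed 30 min with biotin-H3(1-18)K9me3 peptide (50 nM) in PBS pH 7.4, 0.01% Tween-20. Compound added for 30 min at RT, then streptavidin donor/nickel chelate acceptor beads (10 ug/mL) for 30 min.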
Tb PGK inh – inhibitors of T. brucei phosphoglycerate kinase; Potency, µM (doses to about 57.5 µM), for inactives: top-dose activity change, negative = inhibition, most hits filed as inhibitors; PGK/GAPDH coupled, Kinase-Glo luminescence, 60 min; 380,000 tested, 0.043% active; AID 602233; also: potency is read from the fitted curve at half-maximal effect; % is scaled to controls: 0 for no effect and ±100 for the full control effect; nearly all actives have a fitted effect of over 60% in size
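Luminescent ATP detection (Kinase-Glo Plus) follows a 60-minute room-temperature incubation, with wells lacking PGK as controls. Buffer: 100 mM TEA (pH 7.6), 5 mM MgCl2, 0.01% Tween-20. Coupling enzyme GAPDH (100 nM final) supplies unstable 1,3-BPG in-well.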
PI4K2A inh – blocks human PI4K2A kinase activity | 420,000 tested, 0.13% active | purified PI4K2A, ADP-Glo luminescence, 1 h; hits give low values | Q9BTU6 | activity change, negative = inhibition, % at 76.9 µM; in the data active = activity change below about -50%; inconclusive = mostly about -30% to -49%;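 also: -100% = wells without enzyme as full effect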
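PI4K2A activity was measured by ADP-Glo luminescence: enzyme (4 ug/mL stock) and phosphatidylinositol (1.2 mM stock) in Tris pH 7.5/MgCl2/EGTA/Triton X-100 buffer were reacted with ATP (300 microM stock) for one hour at ambient temperature.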
Pin1 inhibitor – human Pin1 inhibition; Q13526; Pin1 FP peptide displacement, HiFluor488, 10 min; Potency, µM (top dose mostly 115 µM), for the others: at the highest dose activity, negative = inhibition, most hits filed as inhibitors; 390,000 tested, 0.009% active; AID 504891; active = well fitted inhibition curve with a large enough effect in the polarisation, with a control signal flat, not every such curve was filed as active; inconclusive = small, poorly fitted or top-dose-only effect, or effect the other way, or a change in a side signal; inactive = no such curve, though single readings can be large or run the other way; the % refers to the polarisation; also: potency is read from the fitted curve at half-maximal effect; % is scaled to controls: 0 for no effect and ±100 for the full control effect
JMJD2A Tudor inh – JMJD2A Tudor domain (human) inhibition; O75164; AlphaScreen JMJD2A-Tudor / H3K4me3 peptide binding; Potency, µM (highest dose often 114 µM), inactives show at the highest dose activity change, negative = inhibition, actives largely listed as inhibitors; 390,000 tested, 4.4% active; also: potency is read from the fitted curve at half-maximal effect; % is scaled to controls: 0 for no effect and ±100 for the full control effect; nearly all actives have a fitted effect of over 50% in size
GLS inhibitor – glutaminase GLS (human) inhibition; Potency, µM (titrated, usually from 45.5 µM), inactives show top-dose activity change, negative = inhibition, actives largely listed as inhibitors; 410,000 tested, 0.21% active; AID 624170; GLS enzymatic activity, qHTS titration; O94925; also: potency is read from the fitted curve at half-maximal effect; % is scaled to controls: 0 for no effect and ±100 for the full control effect
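hKGA; 45 mM KH2PO4 pH 8.2 + 0.02% Tween-20; cpd via pin tool; 1 mM Gln soln; GluOx/HRP/Amplex Red; RT 30 min; fluor. t0 & final.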
G9a block – inhibitors of human histone lysine methyltransferase G9a; Q96KQ7; G9a H3K9 monomethylation, AlphaScreen, 2 h; Potency, µM (titrated, usually from 102 µM), for inactives: top-dose activity, negative = inhibition, actives largely listed as inhibitors; 350,000 tested, 8.8% active; also: potency is read from the fitted curve at half-maximal effect; % is scaled to controls: 0 for no effect and ±100 for the full control effect; nearly all actives have a fitted effect of over 75% in size
Target sequence (Q96KQ7 913-1193 limits assumed): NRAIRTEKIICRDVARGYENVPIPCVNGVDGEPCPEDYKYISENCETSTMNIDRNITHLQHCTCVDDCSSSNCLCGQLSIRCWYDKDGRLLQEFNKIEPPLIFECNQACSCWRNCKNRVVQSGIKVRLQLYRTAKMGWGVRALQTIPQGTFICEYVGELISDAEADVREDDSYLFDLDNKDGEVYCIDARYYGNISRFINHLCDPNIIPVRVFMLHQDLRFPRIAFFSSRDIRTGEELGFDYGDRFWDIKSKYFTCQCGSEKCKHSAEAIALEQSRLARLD
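Methyltransferase reactions run at room temperature for 2 h (20 nM enzyme, 500 nM biotin-H3K9 peptide, 20 uM SAM) after a 15 min compound preincubation; product detected by AlphaScreen beads and anti-H3K9me1 antibody.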
* hit, by the source's call; i = inactive; ? = inconclusive; / = no result given; & = joins results of further samples; [ ] = dose if it differs, or a comment. Unless noted, calls follow the shape of the dose curve; as a rule, active = well fitted curve in the direction sought with a large enough effect; inconclusive = small, poorly fitted or top-dose-only effect, or another doubt; inactive = no such curve, though single readings can be large; an effect the other way counts as inactive or inconclusive. These rows are one share of the data (hit frequency here may not be typical).

#	BAZ2B block	POLH inh	HP1b chromo inh	Tb PGK inh	molecule	PI4K2A inh	Pin1 inhibitor	JMJD2A Tudor inh	GLS inhibitor	G9a block
1	/	2%	23%	5%	COc1ccc(C)cc1NC(=O)c1ccc(OCc2c(C)noc2C)cc1	0	0%	-7%	-11%	/
2	1%	/	22%	/	Cc1cccc(Cn2c(=O)n(CCC(=O)NCCc3ccc(Cl)cc3)c(=O)c3sccc32)c1	3	1%	-2%	0%	-35%[59 µM]
3	2%	-17%	35%	4%	O=C(CCSCc1ccc(Cl)cc1)NCCC1=CCCCC1	2	3%	-8%	8%	40%[59 µM]
4	-5%	-8%	41%	3%	COc1ccc(-n2c3c(cc(C(=O)N4CCCCC4)c2=O)C(=O)CC(C)(C)C3)cc1	5	2%	0%	3%	?
5	-12%	-23%	35%	-2%	COc1ccc(-c2nc(CS(=O)CC(=O)NC(C)CCc3ccccc3)c(C)o2)cc1OC (centres undefined)	-2	3%	5%	4%	?
6	9%	-9%	27%	-6%	O=C(C[N+]12CC[N+](CC(=O)c3ccc(F)cc3)(CC1)CC2)c1ccc(F)cc1	-3	6%	-2%	8%	-6%
7	-25%	-11%	34%	1%	CSc1nc2nc3c(c(=O)n2[nH]1)CCC3	-4	1%	7%	9%	-12%
8	0%	2%	23%	-6%	COCCNC(=O)Cn1c(=O)n(C)c2ccccc21	5	0%	-29%	-6%	33%
9	8.9µM*	-15%	73%[activator]	-10%	O=C(O)c1cccc(-n2sc3ccccc3c2=O)c1	-20	-14%	2.8µM*	8.9µM*	7%[0.501 µM]
10	-2%	-20%&-9%	26%&12%	-8%&4%	CCCCNC(=O)c1ccc(CNc2c(N3CCC(C(=O)OCC)CC3)c(=O)c2=O)cc1	3&3	-2%&-3%	-8%&-6%	2%&20%	-10%[59 µM]
11	40µM*	?	?	-5%	CCN(CC)S(=O)(=O)c1cccc(C(=O)N/N=C/c2ccc(O)c(O)c2O)c1	-1	?	?	-25%	1.8µM*
12	2%	11%	28%	-1%	CCCNC(=O)N1CCN(Cc2ccco2)CC1	1	-7%	-7%	3%	-4%
13	-11%	-15%	21%	-7%	C[C@H](NC(=O)c1nc[nH]c1C(=O)N1CCN(c2ccccc2)CC1)C(=O)OCc1ccccc1	-2	2%	-31%	20%	/
14	10%	-17%	38%	-6%	COC(=O)CC1Oc2ccc(C)cc2NC1=O (centres undefined)	-1	-3%	-13%	5%	4%
15	-1%	-12%	32%	2%	COc1cccc(SCc2noc(C(=O)NC(C)C)c2C(=O)NC(C)C)c1	-7	-11%	-4%	17%	25%[2.33 µM]
16	-10%	6%	43%[activator]	9%	O=C(NC(=S)NCc1cccnc1)c1cc(Br)ccc1Cl	8	0%	-6%	7%	24%[12.7 µM]
17	-2%	6%	19%	-5%	COc1ccc2cc(C(c3nnnn3C(C)(C)C)N3CCSCC3)c(=O)[nH]c2c1 (centres undefined)	-2	3%	-24%	5%	1%
18	-3%	/	4%	/	CCc1ccc(C2=C(C)C(N3CCC(C(=O)NCc4ccccc4)CC3)=NS2(=O)=O)cc1	-1	5%	-13%	16%	18%[59 µM]
19	0%	-14%	21%	6%	COc1cc(C2c3c(oc4ccccc4c3=O)C(=O)N2c2nncs2)cc(OC)c1OC (centres undefined)	1	1%	-3%	-16%	-6%[59 µM]
20	9%	-7%	44%[activator]	6%	O=C(Nc1ccccc1)c1cnc2n(c1=O)CCS2	-1	1%	-7%	1%	50µM*
21	?	-18%	19%	i	COc1ccc(N(C(=O)/C=C\C(=O)Nc2ccc(Cl)cc2)C(C(=O)NCc2ccco2)c2ccc(C)cc2)cc1 (centres undefined)	-3	14%	-34%	4%	11µM*
22	-16%	-1%	3%	0%	CCOc1ccc2c(c1)[N+](C)(C)C(C)(C)C=C2C	-2	4%	18µM*	9%	?
23	16%	-16%	58%[activator]	-2%	COc1ccccc1NC(=O)C(C)OC(=O)CC1CCCC1 (centres undefined)	-1	-3%	4%	-3%	44%
24	2%	-3%	36%	i	CCOC(=O)C1=C(C)Nc2nc(SC)nn2C1c1ccc(C(=O)OC)cc1 (centres undefined)	-2	5%	-7%	-3%	38%[59 µM]
25	-8%	-12%	4%	6%	COc1cc(C(=O)Nc2cccc(-c3nnc(-c4ccco4)o3)c2)ccc1OC(C)=O	0	17%	-16%	-14%	13%[59 µM]
26	-4%	-17%	45%[activator]	-6%	COc1ccc(CNC(=O)C2CCN(C(=O)c3ccc(F)cc3)CC2)cc1OC	-3	-7%	-7%	9%	-18%[12.7 µM]
27	50µM*	9%	7%	-13%	Cc1ccccc1C(=O)Nc1cc2c(cc1N1CCOCC1)n(C)c(=O)n2C	-3	-1%	-16%	30%	-22%[59 µM]
28	-8%	-18%	31%	-5%	Cc1ccc(CNc2ccc(N3C(=O)CCCC3=O)cc2[N+](=O)[O-])cc1	0	-5%	-30%[57.1 µM]	0%	-9%[59 µM]
29	-16%	-14%	25%	i	CCC1=Nc2cc(C(=O)NC(C)c3ccccc3)ccc2Sc2ccc(Cl)cc21 (centres undefined)	5	-1%	-11%	11%	-13%[59 µM]
30	11µM*	-19%	?	-5%	CCOc1cc(C(c2c(C)[nH]n(-c3ccccc3)c2=O)c2c(C)[nH]n(-c3ccccc3)c2=O)ccc1O	1	14%	50µM*	3%	?
31	-2%	-9%	41%[activator]	4%	Cc1cc(C(=O)N2CCOCC2)n(-c2ccccc2)n1	0	-1%	-9%	0%	?
32	-6%	-21%	29%	-1%	Cc1ccsc1/C=N/NC(=O)C1CC(=O)N(c2ccc(F)cc2)C1 (centres undefined)	-10	-10%	-22%	0%	/
33	/	-5%	-4%	-6%	COc1cc(C2c3cc(O)c(OC)cc3CC(C(=O)O)C2CO)ccc1O (centres undefined)	1	-11%	-17%	?	/
34	-6%	-11%	16%	-1%	Cc1ccc2c(c1)c1c(c(=O)n(-c3ccccc3C)c(=O)n1CC(=O)NCCC1=CCCCC1)n2C	-6	-1%	-12%	1%	-5%[59 µM]
35	-26%	?	37%	-4%	COc1cc(OC)cc(C(=O)N/N=C\c2ccoc2)c1	-4	-1%	-11%	-1%	67%[activator]
36	11%	-13%	17%	3%	O=C(Cc1ccccc1)N/N=C/c1ccccc1Cl	1	-4%	-8%	-2%	13%[2.33 µM]
37	3%	-10%	32%	-4%	O=C(Nc1ccccc1)N1CCNCC1	-2	-3%	-18%	-2%	/
38	?	-17%	-6%	-4%	COC(=O)C1=C(Nc2ccccc2NS(=O)(=O)c2ccc(C(F)(F)F)cc2Cl)CSC1	-2	7%	-33%	2%	-48%
39	-4%	2%	17%	0%	Cc1ccc(C(=O)Nc2c(-c3ccccc3)nc3ccccn23)cc1	-4	7%	-12%	9%	?
40	-1%	7%	?	-9%	Nc1cccc(S(=O)(=O)NC2=NCCC2)c1	-1	-6%	-8%	-5%	4%
41	-8%	-10%	56%[activator]	3%	COc1ccccc1N1CCSC1C(N)=O (centres undefined)	6	-10%	9%	26%	29%[0.501 µM]
42	?	-8%	31%	-1%	COc1ccc(-n2c(SCC(=O)Nc3ccccc3)nnc2-c2ccc(NS(=O)(=O)c3ccc(C)cc3)cc2)cc1	5	13%	-11%	-8%	-9%
43	13%	-8%	20%	-5%	O=S(=O)(c1cccc(C(F)(F)F)c1)N1CCN(c2nnnn2-c2ccccc2)CC1	-3	-3%	-13%	3%	0%[59 µM]
44	-1%	-17%	23%[57 µM]	9%	O=C(CSc1nc2c([nH]c3ccccc32)c(=O)n1-c1ccc(Cl)cc1)NCC1CCCO1 (centres undefined)	-5	0%	-5%	3%	13%[59 µM]
45	/	-1%	7%[57 µM]	8%	Nc1cc(SCc2ccc([N+](=O)[O-])cc2)ncn1	-6	2%	-19%	6%	/
46	-2%	-4%	54%[activator]	5%	Clc1ccc(-c2nnc3n2CCCCC3)cc1	4	5%	3%	9%	?

An excerpt from above in order of their number in Pin1 inhibitor, descending:
#	BAZ2B block	POLH inh	HP1b chromo inh	Tb PGK inh	molecule	PI4K2A inh	Pin1 inhibitor	JMJD2A Tudor inh	GLS inhibitor	G9a block
39	-4%	2%	17%	0%	Cc1ccc(C(=O)Nc2c(-c3ccccc3)nc3ccccn23)cc1	-4	7%	-12%	9%	?
44	-1%	-17%	23%[57 µM]	9%	O=C(CSc1nc2c([nH]c3ccccc32)c(=O)n1-c1ccc(Cl)cc1)NCC1CCCO1 (centres undefined)	-5	0%	-5%	3%	13%[59 µM]
37	3%	-10%	32%	-4%	O=C(Nc1ccccc1)N1CCNCC1	-2	-3%	-18%	-2%	/
36	11%	-13%	17%	3%	O=C(Cc1ccccc1)N/N=C/c1ccccc1Cl	1	-4%	-8%	-2%	13%[2.33 µM]
40	-1%	7%	?	-9%	Nc1cccc(S(=O)(=O)NC2=NCCC2)c1	-1	-6%	-8%	-5%	4%
33	/	-5%	-4%	-6%	COc1cc(C2c3cc(O)c(OC)cc3CC(C(=O)O)C2CO)ccc1O (centres undefined)	1	-11%	-17%	?	/
